Polio RdRp inh – poliovirus RNA polymerase inhibition. % elongation, % (compound at 16.7 µg/mL). AID 588519. P03300. poliovirus polymerase elongation, fluorescence polarization; active compounds read low. 150,000 compounds, 0.66% hits; in the data active = % elongation below about 90%; note: some results filed as inactive read as strong as hits
Target sequence (P03300 1749-2209 limits assumed): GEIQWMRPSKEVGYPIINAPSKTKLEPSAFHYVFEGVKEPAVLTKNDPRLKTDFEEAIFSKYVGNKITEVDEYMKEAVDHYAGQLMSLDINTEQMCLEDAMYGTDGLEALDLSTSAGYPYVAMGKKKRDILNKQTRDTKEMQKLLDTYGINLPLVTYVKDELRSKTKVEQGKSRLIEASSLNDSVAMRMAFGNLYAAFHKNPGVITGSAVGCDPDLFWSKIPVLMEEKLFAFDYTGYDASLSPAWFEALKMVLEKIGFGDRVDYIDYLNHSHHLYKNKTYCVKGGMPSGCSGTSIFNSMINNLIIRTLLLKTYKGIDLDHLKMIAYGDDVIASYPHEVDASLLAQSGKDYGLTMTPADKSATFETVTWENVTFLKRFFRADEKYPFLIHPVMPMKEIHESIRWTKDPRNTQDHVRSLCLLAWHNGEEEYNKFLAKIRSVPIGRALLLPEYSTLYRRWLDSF
Polio RdRp inh FP z-score – further read-out of Polio RdRp inh, marked with its call; z-score; measured here: FP z-score; hits read low
* hit, by the source's call; & = joins results of further samples.

For CC(C)C(=O)NS(=O)(=O)c1ccc(NS(C)(=O)=O)cc1 the results were Polio RdRp inh 102 and Polio RdRp inh FP z-score 0.1.
Cc1cccc(C(=O)N2c3nc(-c4ccco4)nn3C3(CCCCC3)[C@@H]3CCCC[C@@H]32)c1 was read as Polio RdRp inh 102 and Polio RdRp inh FP z-score -0.1.
`O=c1c(=Nc2ccccc2O)c(=O)c2ccccc12` gave Polio RdRp inh 95 and Polio RdRp inh FP z-score -0.5.
Screening Cc1ccc(C(=O)N/N=C/c2ccccc2)cc1 returned Polio RdRp inh 101 and Polio RdRp inh FP z-score 0.2.
O=S(=O)(c1cccs1)N(c1ccccc1)C(F)F was read as Polio RdRp inh 100 and Polio RdRp inh FP z-score -0.1.
Cc1ccc(C(=O)NCC(=O)OCc2cc(=O)n3c(C)csc3n2)cc1 was read as Polio RdRp inh 105 and Polio RdRp inh FP z-score -0.3.
`CC(NC(=O)Nc1ccccc1)C(c1cccs1)N1CCCC1` (centres undefined) gave Polio RdRp inh 105 and Polio RdRp inh FP z-score -0.2.
`CCOc1ccc2c(c1)[N+](C)(C)C(C)(C)C=C2C` gave Polio RdRp inh 99 and Polio RdRp inh FP z-score -0.3.
`S=c1nc(CNc2ccccc2)[nH][nH]1` gave Polio RdRp inh 102 and Polio RdRp inh FP z-score 0.
Cc1noc(C)c1CC(=O)N1CCC2CCCCC2C1 (centres undefined) was read as Polio RdRp inh 103 and Polio RdRp inh FP z-score -0.1.
Screening CC(=O)NC(CC(=O)Nc1ccc(N2CCOCC2)cc1N1CCOCC1)c1ccccc1 (centres undefined) returned Polio RdRp inh 99 and Polio RdRp inh FP z-score -0.3.
For COc1cccc(Nc2ncccc2C(=O)Nc2ccc(F)cc2)c1 the results were Polio RdRp inh 103 and Polio RdRp inh FP z-score -0.1.
CCOC(=O)c1ccccc1NC(=O)N1CCOc2ccc(Cl)cc21 was read as Polio RdRp inh 105 and Polio RdRp inh FP z-score -0.4.
O=C(COC(=O)C12CC3CC(CC(Cl)(C3)C1)C2)NCc1cccs1 was read as Polio RdRp inh 102 and Polio RdRp inh FP z-score 0.1.
For O=C(Nc1ccccc1)C(=S)N1CCOCC1 the results were Polio RdRp inh 82* and Polio RdRp inh FP z-score -2.4*.
`COc1ccc(S(=O)(=O)N2c3cccc4cccc(c34)S2(=O)=O)cc1` gave Polio RdRp inh 110 and Polio RdRp inh FP z-score 0.5.
For Cc1cnn2c1nnc1c3ccccc3ccc12 the results were Polio RdRp inh 102 and Polio RdRp inh FP z-score 0.2.
For CN(C)C(=O)COC(=O)c1ccc(Oc2ccc(C(=O)OCC(=O)N(C)C)cc2)cc1 the results were Polio RdRp inh 104 and Polio RdRp inh FP z-score 0.3.
For C[C@@H](C(=O)Nc1nc2ccccc2s1)N1C(=O)C2CC=CCC2C1=O (some centres undefined) the results were Polio RdRp inh 103 and Polio RdRp inh FP z-score -0.1.
Cc1ccccc1N1CCN(S(=O)(=O)c2ccccc2)CC1 was read as Polio RdRp inh 104 and Polio RdRp inh FP z-score 0.1.
CCn1c(=O)cc(OCC(=O)N2CCCCC2C)c2ccccc21 (centres undefined) was read as Polio RdRp inh 100 and Polio RdRp inh FP z-score -1.2.
For CCOc1ccc(C(=O)SC2=NCCS2)cc1 the results were Polio RdRp inh 101 and Polio RdRp inh FP z-score -0.2.
O=C(CCS(=O)(=O)c1ccccc1)Nc1ccccc1N1CCOCC1 was read as Polio RdRp inh 108 and Polio RdRp inh FP z-score 0.7.
`O=C(Cn1c2ccccc2n2ncnc12)c1ccc(-c2ccccc2)cc1` gave Polio RdRp inh 101 and Polio RdRp inh FP z-score -0.2.
Screening CCN(Cc1ccccc1)C(=O)C1C(=O)CC(C)(C)C(C(=O)OC)C1=O (centres undefined) returned Polio RdRp inh 102 and Polio RdRp inh FP z-score 0.
Screening O=C(NCC12CC3CC(CC(C3)C1)C2)c1cc2nc(-c3ccccc3)cc(C(F)(F)F)n2n1 returned Polio RdRp inh 102 and Polio RdRp inh FP z-score -0.4.
Cc1nnc(SCC(=O)N2N=CCC2c2ccccc2)s1 (centres undefined) was read as Polio RdRp inh 100 and Polio RdRp inh FP z-score -0.2.
`Cn1c(=O)c2c(-c3ccccc3)n3c(c2n(C)c1=O)C(c1cccc([N+](=O)[O-])c1)Nc1ccccc1-3` (centres undefined) gave Polio RdRp inh 107 and Polio RdRp inh FP z-score 0.2.
Screening Clc1nnc(-c2ccccc2)c(-c2ccccc2)n1 returned Polio RdRp inh 101 and Polio RdRp inh FP z-score 0.2.
`N#Cc1c(OCC(F)(F)F)ccc(Sc2ncccn2)c1OCC(F)(F)F` gave Polio RdRp inh 104 and Polio RdRp inh FP z-score 0.
Screening CCn1nc(C)c2c(-c3ccccc3)cc(=O)n(C(C)C(=O)NCc3ccccc3OC)c21 (centres undefined) returned Polio RdRp inh 106 and Polio RdRp inh FP z-score 0.
CC1=C(C#N)C(=O)N(CCO)C(=O)/C1=C\c1ccc(-c2ccccc2)o1 was read as Polio RdRp inh 102 and Polio RdRp inh FP z-score 0.1.
O=C(NN1CCOCC1)c1ccc(C(=O)c2ccccc2)cc1 was read as Polio RdRp inh 104 and Polio RdRp inh FP z-score 0.3.
`CCOc1ccc(N2CC(c3nc4ccccc4n3CCCCOc3ccc(OC)cc3)CC2=O)cc1` (centres undefined) gave Polio RdRp inh 109 and Polio RdRp inh FP z-score 0.4.
`CN(C)C(CNC(=O)Nc1ccccc1)c1cccnc1` (centres undefined) gave Polio RdRp inh 101 and Polio RdRp inh FP z-score 0.
Screening O=C1CN(C(=O)Cc2ccc(F)cc2)C(c2ccccc2)c2cc(Cl)ccc2N1 (centres undefined) returned Polio RdRp inh 106 and Polio RdRp inh FP z-score 0.3.
For O=c1cc(CSc2ncccn2)nc2sccn12 the results were Polio RdRp inh 104 and Polio RdRp inh FP z-score 0.3.
For O=C(Cn1nc(-c2ccccc2)ccc1=O)NCCc1ccccc1 the results were Polio RdRp inh 105 and Polio RdRp inh FP z-score 1.7.
`Cc1sc2nc(SC(C)C#N)n(C(C)C)c(=O)c2c1C` (centres undefined) gave Polio RdRp inh 107 and Polio RdRp inh FP z-score 0.5.
`CC(=O)[C@H]1CCC2C3CC=C4C[C@@H](O)CC[C@]4(C)C3CC[C@@]21C` (some centres undefined) gave Polio RdRp inh 102 and Polio RdRp inh FP z-score 0.4.
`c1ccc(N2CCN(CSc3nc4ccccc4s3)CC2)cc1` gave Polio RdRp inh 107 and Polio RdRp inh FP z-score 0.6.
For CCOC(=O)c1c(S(=O)(=O)NCC(=O)Nc2ccc(C(C)=O)cc2)c(C)n(C)c1C the results were Polio RdRp inh 102 and Polio RdRp inh FP z-score -0.7.
For c1ccc2oc(-c3ccc(-c4nc5ccccc5o4)cc3)nc2c1 the results were Polio RdRp inh 104 and Polio RdRp inh FP z-score 0.8.
For S=c1nc(NCCc2ccccc2Cl)c2ccccc2[nH]1 the results were Polio RdRp inh 106 and Polio RdRp inh FP z-score 2.
C=CCNC(=O)CN1C(=O)COc2ccccc21 was read as Polio RdRp inh 100 and Polio RdRp inh FP z-score -0.7.
O=C(Cn1c(=O)oc2cc(S(=O)(=O)N3CCCC3)ccc21)N1CCCC1 was read as Polio RdRp inh 104 and Polio RdRp inh FP z-score 0.6.
O=C(O)C1CSC(c2ccccc2Cl)N1C(=O)c1ccccc1F (centres undefined) was read as Polio RdRp inh 100 and Polio RdRp inh FP z-score -0.2.
C=CCN1C(=O)c2ccc(C(=O)OCC(=O)c3cc(C)n(-c4cc(C)on4)c3C)cc2C1=O was read as Polio RdRp inh 106 and Polio RdRp inh FP z-score 0.4.
Cc1nc(=O)c(-c2ccccc2)c(C)n1CCCN1CCOCC1 was read as Polio RdRp inh 105 and Polio RdRp inh FP z-score 0.5.
Screening Nc1ccc(S(N)(=O)=O)cc1 returned Polio RdRp inh 103&102 and Polio RdRp inh FP z-score 0.4&0.6.
Screening CCc1c(-c2ccccc2)nc2ccccc2c1C(=O)NCc1ccc(C)cc1 returned Polio RdRp inh 104 and Polio RdRp inh FP z-score -0.8.
`Cc1ccc(C2=C(CC(=O)O)C(=O)CC2)cc1` gave Polio RdRp inh 106 and Polio RdRp inh FP z-score 1.2.
Screening O=C(NCCN1CCN=C1c1ccccc1)c1ccccc1 returned Polio RdRp inh 104 and Polio RdRp inh FP z-score 0.3.
`Cc1ccc(NC(=O)CN2CCSc3ccc(S(=O)(=O)N4CCCC4)cc32)cc1C` gave Polio RdRp inh 109 and Polio RdRp inh FP z-score 0.6.
`COCCn1c(=N)c(C(=O)NCc2ccco2)cc2c(=O)n3cc(C)ccc3nc21` gave Polio RdRp inh 112 and Polio RdRp inh FP z-score 0.2.
Screening O=C(c1ccccc1)N1CCN(C2CCCC2)CC1 returned Polio RdRp inh 90 and Polio RdRp inh FP z-score -2.
`CC(C)CCNC(=O)Cn1cnc2c(cnn2-c2ccc(S(N)(=O)=O)cc2)c1=O` gave Polio RdRp inh 92 and Polio RdRp inh FP z-score -1.1.
Screening Cc1cc2[nH]c(=O)c(=O)[nH]c2cc1S(=O)(=O)N1C(=O)CNc2ccccc21 returned Polio RdRp inh 101 and Polio RdRp inh FP z-score 0.2.
`Cc1cc2c3nonc3ccc2n1-c1ccccc1` gave Polio RdRp inh 99 and Polio RdRp inh FP z-score -0.2.
Screening O=c1c(C=NCc2cccnc2)c(C(F)(F)F)[nH]n1-c1nc2ccccc2s1 returned Polio RdRp inh 108 and Polio RdRp inh FP z-score 0.6.

Filtered by structure: the compounds so far containing a furan ring, fused or not
Cc1cccc(C(=O)N2c3nc(-c4ccco4)nn3C3(CCCCC3)[C@@H]3CCCC[C@@H]32)c1 was read as Polio RdRp inh 102 and Polio RdRp inh FP z-score -0.1.
CC1=C(C#N)C(=O)N(CCO)C(=O)/C1=C\c1ccc(-c2ccccc2)o1 was read as Polio RdRp inh 102 and Polio RdRp inh FP z-score 0.1.
`COCCn1c(=N)c(C(=O)NCc2ccco2)cc2c(=O)n3cc(C)ccc3nc21` gave Polio RdRp inh 112 and Polio RdRp inh FP z-score 0.2.

2 records drawn at random from the list so far, as already listed:
Screening Cc1ccc(C(=O)N/N=C/c2ccccc2)cc1 returned Polio RdRp inh 101 and Polio RdRp inh FP z-score 0.2.
For CCOc1ccc(C(=O)SC2=NCCS2)cc1 the results were Polio RdRp inh 101 and Polio RdRp inh FP z-score -0.2.

(further entries)
COC(=O)CNC(=O)Cn1c(=O)n(CCc2ccccc2)c(=O)c2ccccc21 was read as Polio RdRp inh 100 and Polio RdRp inh FP z-score -0.7.
`COc1ccc(-c2cc3nc(C)c(CCC(=O)NCc4ccc5c(c4)OCO5)c(C)n3n2)c(OC)c1` gave Polio RdRp inh 99 and Polio RdRp inh FP z-score -1.5.
Screening Cc1cc(-c2cc(C)[nH]n2)n[nH]1 returned Polio RdRp inh 106 and Polio RdRp inh FP z-score 0.3.
Screening COC(=O)c1ccc(CS(=O)(=O)c2ccccc2OC)o1 returned Polio RdRp inh 102 and Polio RdRp inh FP z-score 0.6.
For COc1ccc(-c2nn(-c3ccccc3)cc2CC#N)cc1OC the results were Polio RdRp inh 100 and Polio RdRp inh FP z-score -0.7.
NC(=O)Cn1c(=O)n(-c2ccccc2)c(=O)c2oc3ccccc3c21 was read as Polio RdRp inh 102 and Polio RdRp inh FP z-score 0.
Screening COc1ccc(-c2noc(CC(=O)Nc3cc(OC)ccc3OC)n2)cc1 returned Polio RdRp inh 106 and Polio RdRp inh FP z-score -0.1.
CC1CCCC(NC(=O)COC(=O)COc2ccccc2)C1C (centres undefined) was read as Polio RdRp inh 103 and Polio RdRp inh FP z-score 0.4.
`COC(=O)CC(C(=O)Nc1cc(C(=O)OC)cc(C(=O)OC)c1)N1CCN(C)CC1` (centres undefined) gave Polio RdRp inh 100 and Polio RdRp inh FP z-score -0.5.
For CCc1cccc(C)c1NC(=O)C1CCN(c2nn3c(=O)cc(C)nc3s2)CC1 the results were Polio RdRp inh 113 and Polio RdRp inh FP z-score 0.5.
`CCCCC(CC)CNC(=O)Cc1ccc(-n2c(=O)[nH]c3ccccc3c2=O)cc1` (centres undefined) gave Polio RdRp inh 106 and Polio RdRp inh FP z-score -0.3.
`COc1ccc(NC(=O)C2CCCN(S(=O)(=O)c3ccc4c(c3)oc(=O)n4C)C2)c(OC)c1` (centres undefined) gave Polio RdRp inh 105 and Polio RdRp inh FP z-score -0.5.
For CCN1CCCC1CNC(=O)Cn1nc(C)n2cccc2c1=O (centres undefined) the results were Polio RdRp inh 102 and Polio RdRp inh FP z-score 0.5.
For Cc1ccc(Cl)cc1N1CCN(C(=O)c2nn(C)c3c2CS(=O)(=O)c2ccccc2-3)CC1 the results were Polio RdRp inh 106 and Polio RdRp inh FP z-score -0.1.
Cc1ccc2nc(-c3ccc(O)cc3)c(Nc3ccc4c(c3)OCCO4)n2c1 was read as Polio RdRp inh 113 and Polio RdRp inh FP z-score 1.3.
Screening CCCn1c(=O)c2sccc2n2c(CCCC(=O)NC3CCCCC3)nnc12 returned Polio RdRp inh 117 and Polio RdRp inh FP z-score 0.3.
`C=CCn1c(SCc2nc3ccccc3c(=O)n2CC#N)nc2ccc(Cl)cc2c1=O` gave Polio RdRp inh 105 and Polio RdRp inh FP z-score 0.4.
Screening CSCCC(C(=O)O)n1c(-c2ccc3ccccc3n2)n[nH]c1=S (centres undefined) returned Polio RdRp inh 101 and Polio RdRp inh FP z-score -0.1.
For O=C(Nc1cccc(C(=O)N2CCN(c3ccc(Cl)cc3)CC2)c1)c1nsc2ccccc12 the results were Polio RdRp inh 104 and Polio RdRp inh FP z-score -0.9.
For O=S(=O)(NCCc1nnc2ccc(SCc3ccc(C(F)(F)F)cc3)nn12)c1ccccc1 the results were Polio RdRp inh 110 and Polio RdRp inh FP z-score 0.6.
`Cc1ccc(NC(=O)c2oc3ccccc3c2NC(=O)C23CC4CC(CC(C4)C2)C3)cc1` gave Polio RdRp inh 103 and Polio RdRp inh FP z-score -0.4.

Structural class, those above containing a CF3 group
Screening O=C(NCC12CC3CC(CC(C3)C1)C2)c1cc2nc(-c3ccccc3)cc(C(F)(F)F)n2n1 returned Polio RdRp inh 102 and Polio RdRp inh FP z-score -0.4.
`N#Cc1c(OCC(F)(F)F)ccc(Sc2ncccn2)c1OCC(F)(F)F` gave Polio RdRp inh 104 and Polio RdRp inh FP z-score 0.
Screening O=c1c(C=NCc2cccnc2)c(C(F)(F)F)[nH]n1-c1nc2ccccc2s1 returned Polio RdRp inh 108 and Polio RdRp inh FP z-score 0.6.
For O=S(=O)(NCCc1nnc2ccc(SCc3ccc(C(F)(F)F)cc3)nn12)c1ccccc1 the results were Polio RdRp inh 110 and Polio RdRp inh FP z-score 0.6.

From PubChem

The list is partial; the hit share may differ from the screen's.
